High-throughput results deposited in PubChem by National Center for Advancing Translational Sciences (NCATS).
ATXN2 expr inh: reduces ATXN2 reporter expression in HEK-293 cells; HEK-293 ATXN2-luciferase reporter, luminescence, 24 h; Potency, µM (series often up to 57 µM), inactives show at the top dose activity change, negative = inhibition, most hits filed as inhibitors; 360,000 compounds, 0.72% hits; AID 1745845; further: potency means the concentration at half of the fitted maximal effect; on the % scale 0 is the no-effect control and ±100 the full control effect; nearly all actives have a fitted effect of over 55% in size
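qHTS (up to 57 uM final) was run with 24 h compound exposure of reporter cells at 37 °C. Each well was multiplexed: SteadyGlo luminescence measured ATXN2-luciferase expression after a fluorogenic Gly-Phe-AFC viability readout (25 uM final).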
A549 tox: counter-screen for Nrf2 inhibitors: cytotoxicity in A549 cells | A549 ARE-Fluc cells, CellTiter-Fluor viability, 18-24 h | 390,000 compounds, 0.16% hits | Potency, µM (titrated, usually from 46 µM), for the others: top-dose activity change, negative = cytotoxicity, usual class: inhibitors; further: potency means the concentration at half of the fitted maximal effect; on the % scale 0 is the no-effect control and ±100 the full control effect
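Cytotoxicity counterscreen: CellTiter-Fluor fluorescence was measured in A549 ARE_Fluc cells after 18-24 h of compound exposure in a concentration series. The subsequent BugLite luminescent read reports ARE-luciferase activity.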
MCF10A rerep: DNA re-replication induction in MCF 10a cells. MCF 10A DNA re-replication, Hoechst nuclear intensity, 48 h. Potency, µM (top dose mostly 46.1 µM), without a hit: top-dose activity, positive = re-replication, usual class: activators. 350,000 compounds, 2.9% hits; further: potency means the concentration at half of the fitted maximal effect; % of control where 0% means no effect; nearly all actives have a fitted effect of over 50% in size
HepG2 viability: counter-screen for TGF-b inhibitors: cytotoxicity in HepG2 cells; HepG2 CAGA-GFP viability, ATP luminescence, 18 h; Potency, µM (doses to about 46.1 µM), for inactives: at the highest dose activity change, negative = cytotoxicity, most hits filed as cytotoxic; 410,000 compounds, 0.76% hits; AID 588856; further: potency means the concentration at half of the fitted maximal effect; some results filed as inactive show a strong effect at the top dose
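HepG2 CAGA-GFP cells (1000/well, DMEM with 1% FBS) received compound, then TGF-beta at 500 pg/mL final, and were incubated 18 hours at 37 degrees C. Viability was read by CellTiter-Glo luminescence. Media-only wells were set as complete cell-killing and DMSO as no toxicity.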
TGFb SMAD3 inh: blocks TGF-b signaling; HepG2 CAGA-GFP TGF-b/SMAD3 reporter, GFP fluorescence, 18 h; TGF-beta stimulated, 500 pg/mL final; AID 588855; 410,000 compounds, 1.2% hits; Potency, µM (top dose mostly 46.1 µM), for inactives: at the top dose activity, negative = inhibition, usual class: inhibitors; further: potency means the concentration at half of the fitted maximal effect; on the % scale 0 is the no-effect control and ±100 the full control effect; nearly all actives have a fitted effect of over 65% in size
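HEPG2 CAGA-GFP cells (1000/well, DMEM with 1% FBS) were pre-incubated 2 h at 37 degrees C, given compound by pin tool, then stimulated with TGF-beta at 500 pg/mL final for 18 h before per-cell GFP fluorescence imaging.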
IL-1B inflam inh: blocks inflammasome-driven IL-1 beta release. THP-1 LPS/ATP IL-1B secretion, AlphaLISA, 16 h; hits give low values. activity change, % at 57.5 µM. 360,000 compounds, 4.7% hits; in the data active means activity change below about -50%; inconclusive means mostly about -30% to -49%; further: on the % scale 0 is the no-effect control and ±100 the full control effect
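THP-1 cells pretreated 1 hr with compounds (up to 57.5 uM final), then stimulated with LPS (250 ng/mL final) plus ATP (1.25 mM final); secreted IL-1B measured by AlphaLISA after 16 hr, decreased signal indicating inhibition.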
Nrf2 inh: Nrf2 pathway inhibition; 360,000 compounds, 2.1% hits; AID 504444; Potency, µM (titrated, usually from 46 µM), for the others: at the highest dose activity change, negative = inhibition, hits mostly inhibitors; A549 ARE-Fluc reporter, luciferase luminescence, 18-24 h; further: potency means the concentration at half of the fitted maximal effect; on the % scale 0 is the no-effect control and ±100 the full control effect; nearly all actives have a fitted effect of over 60% in size
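A549 ARE_Fluc cells, 5000/well, 5% FBS OPTI-MEM; compounds in dose-response, 18-24 h at 37 °C/5% CO2; CellTiter-Fluor viability read (Ex 405/Em 525), then BugLite luciferase luminescence = Nrf2 activity.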
S2 tox: cell viability loss in ATXN counter-screen; S2 cells (HEK-293 line with an ATXN2-luciferase reporter) viability, CellTiter-Fluor protease fluorescence, 24 h; Potency, µM (series often up to 56.7 µM), usual class: cytotoxic; 400,000 compounds, 0.49% hits; further: potency means the concentration at half of the fitted maximal effect; nearly all actives have a fitted effect of over 40% in size
Nrf2 activator: Nrf2 pathway activation; AREc32 ARE-luciferase reporter (MCF7-derived line), luminescence, 24 h; Potency, µM (highest dose often 46.1 µM), without a hit: at the top dose activation, actives largely listed as activators; 410,000 compounds, 0.31% hits; AID 624171; further: potency means the concentration at half of the fitted maximal effect; % of control where 0% means no effect; nearly all actives have a fitted effect of over 65% in size
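Quantitative high-throughput format: AREc32 reporter cells, 1000 per well, received compound by pin transfer and were incubated 24 hr at 37 deg C, 5% CO2, before Steady-Glo luminescence detection.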
An asterisk follows results filed as active; i = inactive; ? = inconclusive; nt = no result given; & = joins results of further samples; [ ] = another dose, or the depositor's remark. Unless noted, the call rests on the fitted dose curve; in most records, active means well fitted curve in the direction sought with a large enough effect; inconclusive means small, poorly fitted or top-dose-only effect, or another doubt; inactive means no such curve, though single readings can be large; an effect the other way counts as inactive or inconclusive. Compounds were not picked by outcome; any-hit rate near 8.8%.

Every second line gives: ATXN2 expr inh	A549 tox	MCF10A rerep	HepG2 viability	TGFb SMAD3 inh	IL-1B inflam inh	Nrf2 inh	S2 tox	Nrf2 activator
CC1(C)CC2CC(C)(CN2C(=O)COC(=O)c2ccc(NC(=O)CC#N)cc2)C1 (stereo not given)
→ nt	-2.8%	12.1%	-15.1%	18.9%	-3.1	12.7%	?	-0.3%
CCOC(=O)C1=C(CN(C)Cc2ccccc2)NC(=O)NC1c1ccc(OC)cc1 (stereo not given)
→ nt	-13.4%	nt	-19.6%	?	nt	0.0%	nt	-0.4%
S=C(NCCCc1ccccc1)Nc1ccc(Cl)cc1
→ 0.0%	-9.4%	?	-43.4%	?	?	?	?	0.6%[9.22 µM]
COc1ccc(CNC(=O)C(NC(C)=O)C(=O)Nc2ccc(OC)cc2)cc1 (stereo not given)
→ 4.1%	-5.7%	-1.9%	4.6%	5.9%	-8.3	nt	i	-0.7%
Cc1nc2cc(-c3ccc(Br)cc3)[nH]n2c(=O)c1Cl
→ nt	-0.9%	1.5%	0.0%	-6.2%	9.7	?	?	-0.2%
NC(=O)CCSC(=S)N1CCOCC1
→ nt	-4.6%	0.0%	-7.7%	-0.1%	-1.5	-9.2%	i	0.1%
Cc1ccccc1CN(C)CC(=O)Nc1ccccc1Oc1ccccc1
→ -1.5%	6.1%	?	-32.7%	?	-13.6	-3.9%	i	0.2%
COc1ccc(CNC(=O)CN(Cc2ccc(OC)cc2)C(=O)CCC(=O)Nc2ccccn2)cc1
→ 1.5%	3.1%	-11.7%	-0.7%	4.8%	17.3	-1.1%	i	-1.0%
COc1ccc(OC)c(-n2cnc3cc(C(=O)NCCCN4CCOCC4)ccc32)c1
→ 11.2%	10.5%	5.9%	2.9%	1.3%	-5.4	nt	i	-0.6%
COC(=O)c1cc(Nc2cc(C)nc3ncnn23)cc(C(=O)OC)c1
→ -0.2%	0.1%	11.2%	10.8%	4.4%	13.5	11.5%	i	-0.5%
CCOC(=O)C1CCCc2c1[nH]c1ccc(Cl)cc21 (stereo not given)
→ 39.1%[activator][11.3 µM]	-1.3%	-5.8%	-10.4%	1.4%	?	28.7%	nt	3.0%
COc1ccc(CNC(=O)c2cccs2)cc1
→ 9.1%	-0.5%	0.9%	-0.8%	?	-0.3	nt	i	-0.6%
Cc1ccc(O)c(NC(=O)c2cc3nc4c(c(C(F)(F)F)n3n2)CCc2ccccc2-4)c1
→ 2.6%	1.0%	6.4%	1.5%	-15.1%	-50.7*	2.6%	i	0.1%
COc1ccccc1NC(=O)c1cc2c(cc1Cl)N1CCCCCC1=NS2(=O)=O
→ 7.1%	0.6%	-25.0%	-5.2%	-5.6%	8.0	-0.8%	i	-0.1%
CC(=O)N1CCN(S(=O)(=O)c2cccc(C(=O)OCN3C(=O)c4ccccc4C3=O)c2)CC1
→ 0.3%	-1.2%	-3.3%	10.7%	1.1%	-4.6	-6.0%	i	2.6%
COc1ccc2c(c1)c(=O)c(S(=O)(=O)c1ccc(F)cc1)cn2CC(=O)Nc1ccc(C)cc1C
→ 1.9%	0.3%	nt	-16.1%	10.3%	nt	5.5%	i	0.6%
CC1CCCCC1NC(=O)c1cc(=O)[nH]c2ccccc12 (stereo not given)
→ 4.4%	-0.3%	-18.1%	-9.0%	0.7%	18.4	-0.3%	i	-0.1%
Cc1ccc(C(=O)NC2CCS(=O)(=O)C2)cc1S(=O)(=O)N1CCCC1 (stereo not given)
→ 0.0%	-2.7%	-0.8%	-5.5%	-6.1%	13.2	7.3%	?	-0.8%
O=C1c2ccccc2C(=O)N1CCCc1c[nH]c2ccc(Cl)cc12
→ 18.8%	0.0%	1.4%	-3.4%	0.0%	-20.3	-15.3%	i	2.4%
O=C(CCN1CCc2ccccc21)c1ccc2c(c1)OCCO2
→ -30.4%	-21.9%	14.9%	-44.7%	0.0%	?	?	?	0.4%

Look-ups from the list.
Cc1ccc(O)c(NC(=O)c2cc3nc4c(c(C(F)(F)F)n3n2)CCc2ccccc2-4)c1 in MCF10A rerep has 6.4%
COc1ccc(CNC(=O)c2cccs2)cc1 in IL-1B inflam inh has -0.3

The listing continues:
Every second line gives: ATXN2 expr inh	A549 tox	MCF10A rerep	HepG2 viability	TGFb SMAD3 inh	IL-1B inflam inh	Nrf2 inh	S2 tox	Nrf2 activator
Cc1cccc(CNC(=O)CN2C(=O)CSc3c2c(C)nn3-c2ccccc2)c1
→ 2.5%	-0.5%	nt	-4.0%	?	nt	?	i	-0.8%
C=CCc1cccc(/C=N/NC(=O)C[n+]2ccccc2)c1O
→ ?	-14.4%	24.7%	-15.8%	8.9%	265.9	?	i	-1.1%
CCc1cccc2c(C(=O)CN3C(=O)NC4(CCCCCC4)C3=O)c[nH]c12
→ -11.9%	?	?	-37.7%	?	-1.7	?	i	0.3%
CCc1ccc(CNC(=O)c2nn(-c3ccc(C)cc3)c(=O)c3c2c2ccccc2n3C)cc1
→ -1.8%	-1.0%	nt	-15.7%	-6.6%	nt	-24.6%	i	3.9%
COc1cccc(/C=C2\Oc3cc(OCC(=O)N4CCCC4)ccc3C2=O)c1OC
→ nt	-5.7%	1.2%	-36.1%	?	-0.8	-8.1%	i	6.2%
COC(=O)c1ccccc1Sc1snnc1C
→ -33.9%	-1.0%	3.3%	0.0%	-40.2%	13.0	?	i	0.0%
N#Cc1c(C(F)(F)F)cc(-c2ccc(Cl)c(Cl)c2)nc1SCCN1CCOCC1
→ ?	-1.6%	4.11µM*	-1.2%	-0.5%	25.3	-1.6%	i	5.9%
O=C(CC1C(=O)NCCN1CC1CCCCC1)NCc1cc(F)ccc1F (stereo not given)
→ -23.2%	-3.7%	-4.4%	-4.8%	?	-10.5	-2.3%	i	0.0%
COCCn1c(CN2CCN(C)CC2)nc2c1c(=O)n(C)c(=O)n2C
→ -1.7%	3.2%	-3.2%	-5.8%	4.3%	0.2	0.8%	i	-0.3%
CCOC(=O)c1cc2c(ccn2C)n1Cc1cc(C)ccc1C
→ -12.6%	-18.3%	7.6%	-31.3%	-1.4%	-4.5	-14.7%	i	0.1%
CC1CCC2(CC1)NC(=O)N(CC(=O)c1ccc[nH]1)C2=O (stereo not given)
→ -0.5%	0.3%	-0.3%	-8.8%	-19.3%	0.0	nt	i	-0.5%
CCC(C)c1ccc(OCC(=O)Nc2ccc(Cl)cn2)cc1 (stereo not given)
→ nt	-10.5%	-3.4%	-0.4%	0.8%	-5.4	0.2%	nt	0.1%
CCCN1C(=O)/C(=C/c2c(NCCCOC(C)C)nc3c(C)cccn3c2=O)SC1=S
→ -4.6%	3.9%	3.7%	-1.6%	14.3%	17.2	-2.3%	i	-0.2%
Cc1ccc(-c2nn(-c3ccccc3)cc2C(=O)Nc2ccc(C(=O)O)cc2)cc1
→ 34.6%[activator][11.3 µM]	-1.9%	-20.7%	6.2%	14.8%	-9.5	?	i	0.9%
CCOc1ccccc1NC(=O)C1=C(C)NC(=O)NC1c1cccc(OC)c1OC (stereo not given)
→ -0.8%	-0.3%	-6.6%	-11.0%	-11.2%	-7.5	?	i	-0.2%
Cc1ccc2cc(C)c(SCC#N)nc2c1
→ 2.0%	-0.7%	-1.4%	-2.0%	-2.9%	?	1.3%	?	-0.1%
CCOc1ccc(C(=O)Nc2ccc(CN3CCOCC3)cc2)cc1Cl
→ -20.9%	-9.7%	?	-25.1%	-2.5%	?	?	i	0.4%
CCN(CC)S(=O)(=O)c1ccc(/C=C/C(=O)N(c2ccccn2)C2CCCCC2)cc1
→ 1.6%	1.7%	16.1%	-17.1%	-27.9%	47.0	-12.2%	i	0.2%
Cc1cc(O)c(C(C)C)cc1N=Cc1cc([N+](=O)[O-])ccc1O
→ -13.3%	3.3%	?	0.0%	-4.2%	2.3	-8.8%	i	12.1%
CCCCn1c(SCC(=O)N2CCCC2=O)nc2cc(S(N)(=O)=O)ccc21
→ 0.1%	-1.8%	-3.2%	-20.5%	-13.1%	25.2	10.2%	i	0.0%
O=C(Oc1ccccc1-c1csnn1)c1cccs1
→ -9.8%	3.3%	0.1%	2.2%	1.6%	0.0	4.7%	i	4.7%
Cc1cc(C(=O)Cn2nc(C(=O)O)c3ccccc3c2=O)c(C)n1-c1ccc(F)cc1
→ 36.5%[activator]	14.4%	0.4%	-20.3%	-6.0%	-4.4	?	i	3.1%
O=C(O)c1ccc(COc2ccc3ccccc3c2/C=C2/NC(=O)N(c3ccccc3)C2=O)cc1
→ -4.5%	-19.7%	26.7%	-54.6%	4.6%	35.8	7.6%	i	-0.2%
Nc1ncnc(Nc2cccc(F)c2)n1
→ 20.3%	4.6%	?	24.5%	5.3%	-1.0	15.6%	?	2.4%
Cc1ccc(NS(=O)(=O)c2ccc3c(c2)NC(=O)CCS3)c(Br)c1
→ -2.3%&-20.1%	0.4%&-13.9%	0.0%	-19.5%&-26.2%	?	63.9	?	i	0.2%&0.7%
COC(=O)C(NC(=O)c1ccco1)(Nc1nc(C2CC2)cs1)C(F)(F)F (stereo not given)
→ 4.3%	-0.8%	5.2%	-13.6%	-4.4%	-1.6	-6.8%	i	1.3%
Cc1nc(N=C(N)N)nc2ccccc12
→ ?	-2.4%	16.9%	-0.9%	12.6µM*	-101.4*	2.2%	i	4.0%
Cc1ccc(CCNS(=O)(=O)c2ccc3c(c2)NC(=O)C(C)C(=O)N3)cc1 (stereo not given)
→ -15.2%	-10.2%	14.4%	-0.5%	-2.6%	14.8	-21.8%	i	0.4%
CCc1ccccc1NC(=O)c1cccc(N2C(=O)C3C4CCC(C4)C3C2=O)c1 (stereo not given)
→ -0.2%	-8.0%	2.8%	-28.9%	-20.4%	25.2	-12.4%	i	-0.8%
